mcGAS lum = mouse cGAS inhibition by luminescence. inhibition, % at 12.5 µM. recombinant cGAS, Kinase-Glo ATP depletion luminescence. hit rate 0.15% among 160,000;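 further: 0% = negative control wells and 100% = reference inhibitor with no enzyme activity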
NPYLR7 ag = activates Aedes aegypti NPYLR7 receptor. HEK293T NPYLR7/Galpha15, GCaMP6s calcium fluorescence. activation, % at 10 µM. hit rate 0.15% among 270,000. AID 1259423; in the data active means activation above about 40%;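 further: 0% = vehicle and 100% = reference agonist at the receptor; some compounds past the cut are filed as inactive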
hcGAS inh = human cGAS inhibition; recombinant h-cGAS, ATP depletion, Kinase-Glo luminescence; inhibition, % at 12.5 µM; hit rate 0.081% among 290,000;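 further: 0% = vehicle reaction and 100% = reaction without DNA for no activity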
Target sequence (Q8N884 whole entry, looked up): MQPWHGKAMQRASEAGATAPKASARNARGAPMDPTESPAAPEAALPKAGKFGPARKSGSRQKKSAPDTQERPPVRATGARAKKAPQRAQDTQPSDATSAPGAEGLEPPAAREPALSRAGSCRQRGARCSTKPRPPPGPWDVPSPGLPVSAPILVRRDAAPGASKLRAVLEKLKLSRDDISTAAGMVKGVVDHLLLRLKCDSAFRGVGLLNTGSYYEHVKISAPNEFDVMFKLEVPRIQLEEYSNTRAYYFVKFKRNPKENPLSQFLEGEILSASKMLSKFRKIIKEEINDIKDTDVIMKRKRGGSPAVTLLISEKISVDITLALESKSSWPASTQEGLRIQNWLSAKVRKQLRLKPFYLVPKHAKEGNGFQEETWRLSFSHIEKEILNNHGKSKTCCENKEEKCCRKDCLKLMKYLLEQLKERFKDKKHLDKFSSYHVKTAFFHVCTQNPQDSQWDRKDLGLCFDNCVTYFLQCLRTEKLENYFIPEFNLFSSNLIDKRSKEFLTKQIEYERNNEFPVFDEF
An asterisk follows results filed as active; . = not tested or not shown; & = joins results of further samples. Unless noted, no stated cut-off is given here; in the data, active means inhibition above about 40%; inactive means the rest.

Values run as follows: mcGAS lum	NPYLR7 ag	hcGAS inh
NC(=O)C1(N2CCCCC2)CCN(Cc2cc3n(n2)CCCNC3)CC1
 : -11	3	1
COc1cccc(/C=C2\C(=O)Nc3ccccc32)c1O
 : 1	-4	-1
Cc1ccc(N2C(=O)C(c3c(C)[nH]n(-c4ccccc4)c3=O)=C([n+]3cccc(C)c3)C2=O)cc1
 : -9	10	-12
Cc1ccc(S(=O)(=O)N2CC(=O)N(CC(C)C)CC(C)(C)C2)cc1
 : -7	-1	-7
COc1ccc(CN2CCNC(=O)C2CC(=O)N(C)Cc2cnccn2)cc1C (centres undefined)
 : .	10	-8
COc1ccc2cc(C(=O)C3CCCN(C(=O)CCc4c(C)nn(C)c4C)C3)ccc2c1 (centres undefined)
 : 2	-13	3
N=C(N)c1ccc(N)cc1
 : -3	4	0
O=C(CCCSc1ccc(NC(=O)C2CC2)nn1)Nc1cccnc1
 : -8	-2	-9
C=CCOC(CN1CCN(C(=O)c2c(C)noc2C)CC1)c1cccc(OC)c1 (centres undefined)
 : -7	-3	-8
Cc1csc(NC(=O)NCC2CCCC(CNC(=O)Nc3nc(C)cs3)C2)n1 (centres undefined)
 : .	-4	-3
OCCCN1CCOC(c2ccc(F)cc2)C1 (centres undefined)
 : -10	-2	-1
C=c1occc1=C1NN=C(SCC(=O)c2cc(C)n(C3CC3)c2C)O1
 : -4	-1	-9
CCCC(=O)N1CCC1(C)C(=O)NS(=O)(=O)c1ccc(C(C)(C)C)cc1 (centres undefined)
 : 0	-2	-2
COc1ccccc1C(C)NC(=O)c1ccc(N2CCOCC2)nc1 (centres undefined)
 : .	0	-13
CCC(NC(=O)c1cc(-c2ccccc2O)n[nH]1)c1cc(C)ccn1 (centres undefined)
 : .	-5	-12
Cc1ccsc1[C@@H]1CCN(C(=O)c2cnn(Cc3ccccc3)c2)C[C@H]1O
 : .	2	3
Cn1cc(OCc2ccccc2)c(=O)cc1C(=O)Nc1ccccc1C(N)=O
 : .	1	-14
COc1ccc(S(=O)(=O)N(C(=O)c2ccncc2)c2ccc(OC(=O)c3ccncc3)cc2)cc1
 : .	1	-6
O=C(c1ccccc1S(=O)(=O)c1ccccc1[N+](=O)[O-])n1nnc2ccccc21
 : .	-10	-3
COc1ccc(C(C2CC2)N2C(=O)C(C)NC2=S)cc1 (centres undefined)
 : .	0	-2
Cc1cc(C(F)(F)F)n2ncc(C(=O)N3CCCC(N(C)C)CC3)c2n1 (centres undefined)
 : -11	5	-7
O=C(COC(=O)C(Cc1ccccc1)N1C(=O)c2cccc([N+](=O)[O-])c2C1=O)c1ccccc1 (centres undefined)
 : .	8	-12
COc1ccc(CCNC(=O)c2cc3n(n2)CCN(CC2CC2)C3=O)cc1OC
 : -6	15	-5
COC(=O)C1CCN(C(=O)c2cn(C)c3c(=O)n(-c4ccc(Cl)cc4)c(=O)[nH]c23)CC1
 : .	3	-7
Cc1cc(Cl)ccc1NC(=O)NC1CCN(Cc2ccncc2)CC1
 : .	1	-9
Cc1ccsc1C(=O)N1CCN(c2ncccc2C(=O)NCc2cccs2)CC1
 : -4	-6	-1
CCOC(=O)N(C)c1c(CC)nc2c(OCc3ccccc3C(=O)OC)cccn12
 : 2	-10	2
COc1cccc(-n2cnc3ccccc32)n1
 : -16	6	0
COc1cccc(-c2noc3c2CN(c2ccc(C)nn2)CC3)c1
 : -5	-1	-2
COc1cccc(CN(C(=O)Cc2ccncc2)C2CC2)c1
 : -13	.	-8
c1cc(-c2ccncc2)ccn1
 : -4	10	-1
Cc1ccc2c(C(=O)N(C)C3CCN(C)C3)cc(-c3cnn(C)c3)nc2c1C (centres undefined)
 : .	8	-3
COc1ccc(NC(=O)CCC2CCCN(Cc3cnc(N(C)C)s3)C2)cc1Cl (centres undefined)
 : .	7	-10
CCCn1cnnc1CN(C)Cc1nc[nH]c1C
 : .	13	-7
COc1cccc(-c2cc(C(=O)NC3CC3)nc3cc(-c4ccccc4)nn23)c1
 : -4	3	0
CC(C)C1CN(C(=O)c2ccc[nH]2)CCC(=O)N1CC1CC1 (centres undefined)
 : -15	0	-7
CCOc1ccc(-n2nnnc2CNC(=O)CC(c2ccccc2)c2ccccc2)cc1
 : -2	0	4
CC(NC(=O)c1ccnn1C)c1ccc(F)cc1 (centres undefined)
 : -11	4	-5
CCNC(=O)CNC(=O)c1cc(Br)c[nH]1
 : .	6	-11
CCn1cc(C(CC(=O)N2CCC(Cc3ccccc3)CC2)c2ccc(C)cc2)c2ccccc21 (centres undefined)
 : -5	17	-10
COc1ccc(NC(=O)CNC(=O)CN(C(=O)c2ccc(C)c([N+](=O)[O-])c2)C(C)C)cc1
 : -6	-4	-8
COCCNc1nc(Nc2cccc(C)c2)c2cnn(-c3ccccc3)c2n1
 : -8	0	-8
CCSCC(=O)NC(c1ncnn1C)C(C)C (centres undefined)
 : -7	.	-13
Cc1ccc(NC(=O)NCCCn2ncccc2=O)cc1F
 : -9	-9	-4
CSCC(=O)N1CCC(Oc2cccc(C(=O)NCc3cccnc3)c2)CC1
 : .	3	-8
N#CC(=Cc1c(F)cccc1F)S(=O)(=O)c1ccc(Br)cc1
 : .	8	-7
CN1CCCc2cc(C(CNC(=O)C(C)(C)C)N3CCOCC3)ccc21 (centres undefined)
 : .	5	-6
CCN1CCC(n2nccc2NCc2ccccc2Cl)CC1
 : -8	8	-13
CCn1nc(C(=O)Nc2nnc(-c3ccno3)o2)cc1C
 : .	2	4
COC(=O)c1ccc(-c2nc(CN(C)C(C)c3nc(C)cs3)c(C)o2)cc1 (centres undefined)
 : .	22	-4
c1cncc(OCCCNC2CCSCC2)c1
 : -8	-1	-2
Cc1ccccc1Nc1oc2c(c1-c1cccc(Cl)c1)c(=O)n(C)c(=O)n2C
 : -4	0	-2
Clc1ccc(CSc2nnc(-c3ccco3)o2)c(Cl)c1
 : .	-5	0
CCOC(=O)N1CCC(NC(=O)c2cccnc2NC(C)C)CC1
 : -2	-8	-7
COCCC(=O)N1CCCOCCNC(=O)[C@@H]2CCC[C@@H]21
 : -5	.	-10
CCCCCCn1c(SCCCO)nc2c1c(=O)[nH]c(=O)n2C
 : .	9	-2
COc1ccccc1C(=O)N1CCN(c2cc(Cl)ccc2OC)C(=O)C1C (centres undefined)
 : 0	-1	4
COc1cccc(Nc2nc(-c3[nH]c(C)c(C(C)=O)c3C)cs2)c1
 : -10	4	-3
COCCNCc1ccccc1OS(=O)(=O)c1ccc(OC)cc1
 : .	30	-5
O=S(=O)(c1ccccc1Cl)N1CCN(CC(OCc2c(F)cccc2F)c2ccc(Cl)cc2)CC1 (centres undefined)
 : -7	25	-5

Remaining list, next part
Values run as follows: mcGAS lum	NPYLR7 ag	hcGAS inh
Cc1nn(CC(=O)c2ccc(Cl)cc2)c(C)[n+]1N
 : .	-5	-5
CCOC(=O)c1cc(-c2ccc(N3CCN(C(=O)c4cc(C)on4)CC3)cc2)n(-c2ccc(F)cc2)n1
 : -6	26	-3
CC1CN(c2cc(Oc3ccc(Cl)cc3)ncn2)CCN1Cc1ccc(N(C)C)cc1 (centres undefined)
 : -4	5	-3
Cc1ccc(-c2nc(C#N)c(NCCN3CCCCC3)o2)cc1
 : .	-10	-2
COc1cccc(C(=O)Nc2ccc(C)cc2-c2ccccc2CO)c1
 : -3	1	-1
COc1cccc(CNC(=O)c2cn(C)c3c(=O)n(-c4ccccc4)c(=O)[nH]c23)c1
 : .	2	-7
CCN(CC)CCN1C(=O)c2ccccc2NC1c1ccc(N(C)C)cc1 (centres undefined)
 : -5	-6	-7
COC(=O)c1sc(N)c(C(=O)OC)c1CSc1nnc(N)s1
 : .	0	-10
CC(NS(=O)(=O)c1ccc(N2CCCC2=O)cc1)c1ccc(F)cc1F (centres undefined)
 : -2	-1	2
C/C(=N/OCC(=O)N=Nc1c(O)n(CN2CCCC2)c2ccc(Br)cc12)c1ccccc1
 : -6	18	-5
O=C(NCC1CCN(c2nc(Cc3ccc(Cl)cc3)ns2)CC1)c1cc(C(F)(F)F)cc(C(F)(F)F)c1
 : -6	15	-10
O=C1CON(c2ccc(Cl)c(Cl)c2)C(=O)N1
 : .	4	-6
CC(=O)N1c2ccccc2N2C(c3c(C)c(C)cc(C)c3C)=NON12
 : 1	-6	5
CCOC(=O)c1ccc(N=c2oc3c(OCC)cccc3cc2-c2nc3ccccc3[nH]2)cc1
 : -5	7	-4
O=C(Cc1ccncc1)N(Cc1ccc(F)cc1)CC1CCCO1 (centres undefined)
 : -14	-3	-2
Cc1cc2ncccc2nc1N
 : .	-2	-6
COCCN1N=C(C)C(C)n2c1nc1c2c(=O)n(CCC(C)C)c(=O)n1C (centres undefined)
 : .	12	-4
Cc1cc(C)c(C)c(S(=O)(=O)N2CCn3cccc3C2C)c1C (centres undefined)
 : .	4	-8
COc1ccc(C2c3ccsc3CCN2CC(=O)N2CCN(C(=O)Nc3cccc(C(F)(F)F)c3)C(C)C2)cc1 (centres undefined)
 : -4	6	-4
Cc1cccc(-c2nnc(SCC(=O)N3CCOCC3)n2-c2ccccc2)c1
 : -4	8	-2

Going on with the list.
molecule	mcGAS lum	NPYLR7 ag	hcGAS inh
O=c1c2ccc(Cl)cc2ncn1Cc1nc(-c2ccccc2Cl)no1	-8	2	5
COc1ccc(C(C)NC(=O)NCC2Cc3ccccc3O2)c(OC)c1 (centres undefined)	.	21	-7
CCc1nn(C)c(Cl)c1/C=C/c1ncc(C(=O)O)c(C(C)C)n1	.	-5&-2	-4&-10
Cc1cc(S(=O)(=O)NCCOc2ccc3nnc(C)n3n2)ccc1F	-6	7	-3
CCCCCCCC/C=C\CCCCCCCC(=O)NCCc1ccc(O)c(O)c1	-6	0	2
CC1CN(Cc2nc3c(c(=O)n(C)c(=O)n3C)n2Cc2c(F)cccc2Cl)CC(C)O1 (centres undefined)	-9	4	-6
O=C(COc1ccc(F)cc1)N1CCOC(Cc2ccccc2)C1 (centres undefined)	-4	-4	0
COc1ccc(N2CCn3c2nnc(C(=O)NCCCn2ccnc2)c3=O)cc1	-6	4	-7
NC(=O)CSc1nnc(Cn2ccc(=O)[nH]c2=O)o1	-9	-7	-7
COc1cccc(NC(=O)CCC2CCN(C(=O)C(C)Cn3cccn3)CC2)c1 (centres undefined)	.	20	-5&-1

Looked up by structure from the list above:
molecule	mcGAS lum	NPYLR7 ag	hcGAS inh
CCOC(=O)N1CCC(NC(=O)c2cccnc2NC(C)C)CC1	-2	-8	-7
Cc1ccc(NC(=O)NCCCn2ncccc2=O)cc1F	-9	-9	-4
Cc1cc(C(F)(F)F)n2ncc(C(=O)N3CCCC(N(C)C)CC3)c2n1 (centres undefined)	-11	5	-7
CCOC(=O)N(C)c1c(CC)nc2c(OCc3ccccc3C(=O)OC)cccn12	2	-10	2
CC(=O)N1c2ccccc2N2C(c3c(C)c(C)cc(C)c3C)=NON12	1	-6	5

Next records.
molecule	mcGAS lum	NPYLR7 ag	hcGAS inh
COC(CNC(=O)c1c(O)nc2ccccn2c1=O)OC	-8	-1	-7
Cc1csc(=O)n1CC(=O)NC(CCCc1ccccc1)c1ccccc1 (centres undefined)	-4	6	-1
CCOC(=O)N1CCN(C(=O)c2cc(-c3ccc(F)cc3)nn2-c2ccc(Cl)cc2)CC1	-2	-4	2
COCCOc1nc(-c2ccco2)n(-c2cccc(NC(=O)Nc3cccc(Cl)c3)c2)n1	-8	21	2
CCCCN(C)C(=O)C1=C(C)C(=O)OC12CCC(C)CC2 (centres undefined)	-4	2	-6
C=CC(C)(O)CN(Cc1ccccc1)Cc1nc2sc3c(c2c(=O)[nH]1)CCCCC3 (centres undefined)	-1	13	-8
FC(F)(F)c1cccc(CSc2nnc(-c3ccccc3Cl)n2-c2ccccc2Cl)c1	0	.	-2
COc1cccc(Cn2c(=O)c(C(=O)NCc3ccncc3)nn(-c3ccc(C)c(C)c3)c2=O)c1	-4	20	-4
Cc1ccc(NC(=O)N(Cc2c(-c3ccccc3)noc2N2CCOCC2)C(C)C)cc1	-6	-3	-5
CCCCCn1cc(C2CCN(C(=O)C3CCCC3)CC2)c2ccccc21	-8	26	0
C/C=C(/OC)C(=O)N1CCC(n2c(Cc3ccccc3)nc3ccccc32)CC1	-7	-6	-6
C=CCOC(=O)C1C(C)=Nc2nc(SCCCC)[nH]c(=O)c2C1c1ccc(OC)cc1 (centres undefined)	.	1	-13
NC(=O)CC(NC(=O)Cc1ccc(C(F)(F)F)cc1)C1CC1 (centres undefined)	-11	3	-5
N#Cc1ccc(Nc2ccc(Cl)cc2)cc1	.	9	-11
Cn1c2c(c3ccccc31)C[C@@H]1C[C@@H]2[C@@H](O)CN1C(=O)OCc1ccccc1	-8	27	-6
CCCOC(C)CNC1CCN(C(C)=O)CC1 (centres undefined)	.	2	-17
O=C(C1CC=CCC1C(=O)N1CCc2ccccc2C1)N1CCc2ccccc2C1 (centres undefined)	-3	-7	-6
CCn1cc(CNC(=O)c2ccc3oc(-c4ccc(C(F)(F)F)cc4)nc3c2)cn1	.	3	-4

Screening results from PubChem BioAssay.

No enrichment for hits; any-hit rate near 0.27%.
